Assay outcomes deposited in PubChem by National Center for Advancing Translational Sciences (NCATS).
KDM5B inhibitor = blocks human KDM5B histone demethylase activity; Q9UGL1; KDM5B demethylase, FDH-coupled NADH fluorescence (FDH is formaldehyde dehydrogenase); Potency, µM (top dose mostly 57.7 µM), for inactives: at the top dose activity change, negative = inhibition, usual class: inhibitors; 220,000 compounds, 2.6% hits; AID 1347165; active = well fitted inhibition curve with a large enough effect; inconclusive = small, poorly fitted or top-dose-only effect; inactive = no such curve, though single readings can be large or run the other way; note: 0% is about no effect; nearly all actives have a fitted effect of over 70% in size
Target sequence (Q9UGL1 whole entry, looked up): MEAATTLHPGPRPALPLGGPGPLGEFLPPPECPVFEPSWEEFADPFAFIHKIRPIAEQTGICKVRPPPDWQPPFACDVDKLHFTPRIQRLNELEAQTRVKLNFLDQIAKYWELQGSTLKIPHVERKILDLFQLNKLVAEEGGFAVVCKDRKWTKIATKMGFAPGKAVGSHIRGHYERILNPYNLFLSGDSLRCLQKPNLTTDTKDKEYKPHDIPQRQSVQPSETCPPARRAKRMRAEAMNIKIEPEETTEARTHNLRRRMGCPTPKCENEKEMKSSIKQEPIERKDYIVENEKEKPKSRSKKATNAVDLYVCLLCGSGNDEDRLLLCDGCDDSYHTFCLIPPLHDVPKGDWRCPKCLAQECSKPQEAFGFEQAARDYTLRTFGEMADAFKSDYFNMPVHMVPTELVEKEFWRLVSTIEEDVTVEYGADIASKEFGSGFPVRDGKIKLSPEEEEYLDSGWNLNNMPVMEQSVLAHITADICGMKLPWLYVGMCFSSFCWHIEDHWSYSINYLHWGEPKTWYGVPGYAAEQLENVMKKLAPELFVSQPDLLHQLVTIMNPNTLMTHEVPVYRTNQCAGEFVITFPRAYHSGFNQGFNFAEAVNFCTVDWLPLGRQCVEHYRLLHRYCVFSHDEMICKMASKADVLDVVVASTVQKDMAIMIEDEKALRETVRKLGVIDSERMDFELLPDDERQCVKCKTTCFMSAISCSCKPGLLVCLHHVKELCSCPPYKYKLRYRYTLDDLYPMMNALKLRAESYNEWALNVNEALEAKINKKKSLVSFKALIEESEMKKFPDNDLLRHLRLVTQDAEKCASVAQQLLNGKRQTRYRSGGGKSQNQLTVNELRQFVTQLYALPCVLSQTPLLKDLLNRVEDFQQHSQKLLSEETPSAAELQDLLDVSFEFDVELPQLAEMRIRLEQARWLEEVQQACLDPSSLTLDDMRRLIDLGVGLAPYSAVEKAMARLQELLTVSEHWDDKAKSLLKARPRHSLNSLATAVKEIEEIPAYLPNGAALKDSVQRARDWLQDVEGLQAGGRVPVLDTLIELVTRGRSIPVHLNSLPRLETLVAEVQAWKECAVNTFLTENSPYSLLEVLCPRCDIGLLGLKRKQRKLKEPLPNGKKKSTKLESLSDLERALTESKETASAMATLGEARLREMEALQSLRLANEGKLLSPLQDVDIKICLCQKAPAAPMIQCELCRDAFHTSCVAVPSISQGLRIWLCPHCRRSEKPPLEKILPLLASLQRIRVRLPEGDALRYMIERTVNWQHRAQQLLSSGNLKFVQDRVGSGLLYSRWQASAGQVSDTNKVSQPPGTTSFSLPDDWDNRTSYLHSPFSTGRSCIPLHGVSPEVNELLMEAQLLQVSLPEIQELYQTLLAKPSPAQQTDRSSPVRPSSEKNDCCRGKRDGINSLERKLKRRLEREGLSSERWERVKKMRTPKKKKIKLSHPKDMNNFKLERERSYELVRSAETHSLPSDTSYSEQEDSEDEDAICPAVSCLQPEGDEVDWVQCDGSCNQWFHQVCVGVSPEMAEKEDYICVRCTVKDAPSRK
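KDM5BΔAP (200 nM final) in 50 mM HEPES pH 7.5, 0.01% Tween-20 was preincubated 10 min at RT with compound over a concentration range. Substrate mix (H3K4me3 12.5 µM, α-KG 25 µM, Fe²⁺, ascorbate, NAD⁺, FDH) was added, and NADH fluorescence change over 30 min gave dose-response curves.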
Numbers without * were called inactive; i = inactive; ? = inconclusive; [ ] = another dose, or the depositor's remark. Potency is the fitted concentration of half-maximal effect. These rows are one share of the data (hit frequency here may not be typical).

KDM5B inhibitor | SMILES
-5% | CCc1cccc(C)c1NC(=O)CSc1nc2ccccc2nc1Cc1ccccc1
-29% | N#C/C(=C\c1ccccc1)C(=O)Nc1nncs1
-52% | O=C(c1ccc(CS(=O)(=O)c2ccc(Br)cc2)o1)N1CCN(c2ccc(F)cc2)CC1
16µM* | COc1ccc(NC2CCCN(CC(=O)Nc3ccc(C)cn3)C2)cc1 (centres undefined)
-19% | Cc1ccc(OCCC2CCN(C(=O)c3ccc(C)nc3)C2)cc1 (centres undefined)
19% | COc1ccc(CCNCCc2ccc(OC)cc2)cc1
-3% | C[C@]1(O)CCN(C(=O)c2ccc(N3CCOCC3)cc2)C[C@@H]1O
-18% | COc1ccc(CNC(=O)C2CC(=O)N(c3n[nH]c4cccc(F)c34)C2)cc1 (centres undefined)
-19% | C#CCCC(=O)N(Cc1cccc(C)c1)Cc1ccccc1OC
9% | O=C(COc1ccc(F)cc1)N1C[C@@H](CO)[C@H](c2ccncc2)C1
? | CCC(CC)NCc1cccc(Oc2ccccc2)c1
34% | CC(C)c1noc(C2CCCN(S(=O)(=O)c3cn(C)cn3)CCC(=O)NCC2)n1 (centres undefined)
-11% | CCn1cc(S(=O)(=O)N2CCC(c3noc(-c4cnccn4)n3)C2)cn1 (centres undefined)
-6% | CCN(CC)S(=O)(=O)c1cccc(C(=O)OCc2nc3ccccc3nc2C)c1
? | Cc1nc(-c2ccc(CNC(=O)NCc3ccccc3)s2)cs1
-8% | COCCNC(=O)[C@H]1C[C@H](Oc2cccnc2)CN1C(=O)c1ccc(F)cc1
6%[86.2 µM] | Fc1ccc(-c2cnc([C@@H]3COCCN3Cc3ccccc3F)[nH]2)c(F)c1
16% | COc1ccc(Nc2nc3ccccc3nc2NS(=O)(=O)c2ccc(C)c(C)c2)cc1
-6% | CCC1Oc2ccccc2N(CC(=O)NCCc2ccc(OC)c(OC)c2)C1=O (centres undefined)
8% | CCOCCCNC(=O)c1c(NC(=O)Cc2coc3ccc(C)cc23)sc2c1CCC2
? | CCOc1ccc(CN2CC[C@@](C)(O)[C@H](N3CCCC3)C2)cc1OC
? | CCN1CCN(CCCNC(=O)Cn2c(-c3cccs3)cc3cc(Cl)ccc32)CC1
7% | O=C(Cn1cnc2cc(F)ccc2c1=O)Nc1cc2c(cc1Cl)OCCO2
-19% | Cc1ccc(C)c(-c2cc3c(=O)n(CCNC(=O)c4ccncc4)ccn3n2)c1
11% | COc1ccc(C(CNC(=O)c2oc3ccc(C)cc3c2C)N2CCOCC2)cc1 (centres undefined)

Additional structures follow.
KDM5B inhibitor | SMILES
33%[activator] | COC(=O)c1ccc(NC(=O)c2ccc3c(c2)C(=O)N(Cc2cccnc2)C3=O)cc1
-8%[86.2 µM] | Cc1cnc(NC(=O)c2ccc3c(c2)OCCN(Cc2ncccn2)C3)s1
-6% | CCCCNC(=O)C1CCC(CNS(=O)(=O)c2ccc(Cl)cc2)CC1 (centres undefined)
-2% | O=C(NCC1CCCO1)C1CCN(S(=O)(=O)c2cc(Cl)ccc2Cl)CC1 (centres undefined)
-5% | CCCNC(=O)CN1CCN(Cc2cccc3cccnc23)CC1
-7% | COc1ccc2c(c1)c(=O)c(C(=O)c1ccc(Cl)cc1)cn2CC(=O)Nc1ccc2c(c1)OCO2
16% | CCCNC(=O)c1ccc2c(c1)S(=O)(=O)c1ccccc1C2=O
-10% | O=C(Cn1cnc2ccc(Br)cc2c1=O)N1CCCC1c1ccc2c(c1)OCCCO2 (centres undefined)
-30% | CC(=O)Nc1ccc(S(=O)(=O)NC2=NCN(C(C)C)CN2)cc1
-12% | CCn1cc(CN2CCC(N3C(=O)C4(CCCC4)C3c3ccccc3)CC2)cn1 (centres undefined)
-1% | Cc1cc2oc(C(=O)NCC(c3ccco3)N3CCOCC3)cc(=O)c2cc1Cl (centres undefined)
11% | Cc1ccc2c(=O)cc(C(=O)Nc3cccc(Cl)c3)oc2c1C
15% | CC(C)CN1C(=O)c2cccn2CC1CNC(=O)c1cccs1 (centres undefined)
-11% | O=C(c1ccc(Cl)cc1)N1CCC(C(=O)N2CCN(c3ncccn3)CC2)CC1
-2% | CCC(C)N(C)C1CCN(C(=S)Nc2cccc(SC)c2)CC1 (centres undefined)
-4% | O=C(Cc1ccc(Cl)cc1)NCCc1csc2nc(-c3ccccc3F)nn12
-17% | CS(=O)(=O)N(C1CCOCC1)C1CCN(S(=O)(=O)Cc2ccccc2)CC1
27% | CN(Cc1ccccc1)C(=O)CC1CCCN(c2cnn(C)c(=O)c2)C1 (centres undefined)
-5% | CC(C)S(=O)(=O)c1ncc(CN(CCO)Cc2ccccc2)n1CCc1ccccc1
45µM* | O=C1Nc2ccccc2CN(Cc2ccc(F)cc2)C12CCNCC2
6% | Cc1ccc(CN(C)C(=O)c2cc(-c3cccnc3)nc3ccccc23)o1
6% | COc1ccc(NC(=O)CSc2nc(-c3ccccc3)nc3cc(=O)[nH]n23)cc1
-15% | COc1cc(=O)n2c(c1C(=O)Nc1ccc(Cl)c(Cl)c1)CCCC2
-4% | Cc1cc(C)cc(NC(=O)C(C)Sc2ccccc2)c1 (centres undefined)
? | O=C(NCCc1ccccc1)N1CCC2(CC1)CC(N1CCCC1)CCO2 (centres undefined)

The listing continues.
KDM5B inhibitor | SMILES
? | O=C(Nc1ccc(F)cc1F)c1cc(=O)c2ccccc2o1
-20%[86.2 µM] | COC[C@H]1CCCN1Cc1nc(C2(O)CCN(C3COC3)CC2)cs1
-10% | O=C(C1CCN(S(=O)(=O)Cc2c(F)cccc2Cl)CC1)N1CCCC1
-34% | O=C(Nc1nncs1)C1CC(=O)N(c2n[nH]c3cc(Br)ccc23)C1 (centres undefined)
-8% | Cn1c(=O)oc2cc(S(=O)(=O)NCCC(=O)Nc3ccc(F)cc3F)ccc21
-11% | COc1ccc(-c2c(NC(=O)c3cccc([N+](=O)[O-])c3)oc3c(C)cccc3c2=O)cc1OC
-6% | COCCC(=O)N1CCC(C2CCNC2)CC1 (centres undefined)
-5% | O=C(NCc1cccc(F)c1)N1CC(c2nnc(-c3ccncc3)o2)C2(CCOCC2)C1 (centres undefined)
3%[86.2 µM] | CC[C@H]1CN(C(=O)Nc2cccc(OC)c2)CC[C@H]1CC(=O)N(C)CC#N
15% | CC(C)(C)OC(=O)N/N=C/c1ccccc1OCC(=O)O
5% | COCCCNC(=O)CN1C(=O)c2cccnc2Sc2ccccc21
14%[86.2 µM] | COc1ccccc1CN1CC[C@H](c2nnc(Cc3c[nH]c4ccccc34)o2)C1
10µM* | C#CCNC(=O)c1nc(-c2cc(Cl)cc(Cl)c2)c2ccccn12
-23% | COc1ccc(-c2noc(CNC(=O)c3ccco3)n2)cc1
5% | CCOc1ccc(N2CC(c3nc4ccccc4n3Cc3cccc(C)c3)CC2=O)cc1 (centres undefined)
41%[activator] | O=C(Nc1ccc(F)cc1)c1cc2cc(Cl)ccc2[nH]1
-17% | CCc1ccc(NC(=O)CSC2=Nc3ccccc3C3=NC(CC(=O)NCc4ccccc4)C(=O)N23)cc1 (centres undefined)
? | CN(C(=O)C1CCN(c2oc(-c3ccco3)nc2C#N)CC1)c1ccccc1
-3% | COCCCNC(=O)C1CCC(Cn2c(=O)c3sccc3n(C)c2=O)CC1 (centres undefined)
-19% | COCCN(C)C(=O)c1coc(COc2ccc(F)cc2Cl)n1
-5% | CCOC(=O)C1CCN(C(=O)CSc2n[nH]c(-c3ccc(F)cc3)n2)CC1
13% | NC(=O)Nc1ccc(NC(=O)c2nccnc2N)cc1
12% | Cc1ccc(OCc2cc(=O)n3cc(C)sc3n2)c(C)c1
22% | CC(C)CNC(=O)C(NC(=O)c1ccccc1)C1CCN(C(=O)c2ccc(F)cc2)CC1 (centres undefined)
33% | CCNC(=O)c1ccc2c(c1)sc1nc(-c3cccc(OC)c3)cn12

2 entries from above, set out differently.
mol	KDM5B inhibitor
NC(=O)Nc1ccc(NC(=O)c2nccnc2N)cc1	13%
Cc1ccc(OCc2cc(=O)n3cc(C)sc3n2)c(C)c1	12%

Next part:
KDM5B inhibitor | SMILES
-2% | CCOP(=O)(OCC)c1nc(Cc2ccc(Cl)cc2)oc1NCc1ccco1
-16%[115 µM] | COc1ccc(CN(C)Cc2cccn2C)cc1
-6% | CC1=C[C@@H](CNC(=O)CC(C)(C)CC(=O)O)[C@H](C(C)C)C[C@H]1Cc1nc2ccc(F)cc2[nH]1
15% | Cc1ccc2c(=O)cc(C(=O)NCC(c3cccs3)N3CCCCC3)oc2c1C (centres undefined)
5% | COc1ccc(-c2nnc(SCc3nc(-c4ccco4)no3)n2CCc2ccccc2)cc1
24% | O=C(c1ccccc1F)N1CCCC2(C1)NC(=O)N(Cc1ccccc1)C2=O (centres undefined)
-12% | Cc1ccc(CNC(=O)N2CCC(c3nc(CCOCC4CCOCC4)no3)C2)cc1 (centres undefined)
23% | O=c1[nH]nc(SCc2nnc(-c3cccc(Cl)c3)o2)n1C1CCCCC1
5% | Cn1nc(C(=O)N2CCN(Cc3cccc4ccccc34)CC2)c2ccccc2c1=O
? | C[S+](=O)([O-])CCn1ncc2cc(OCc3cccc(-c4ccccc4F)c3)ccc21
-19% | Cc1cc(=O)n(CC(=O)Nc2ccc(Br)cc2)c(N2CCN(c3ccccc3)CC2)n1
24% | CN(Cc1ccsc1)C(=O)c1ccc(C#N)cc1
-23% | Cc1ccc(C(=O)N2CCN(c3cc(-c4ccc(Cl)cc4)[nH]n3)CC2)cc1F
? | CCCCCCC(C)OC(=O)Nc1cccc2ccccc12 (centres undefined)
-10% | COc1ccccc1CNC(=O)c1cc(C)nc2ccc(C)cc12
26% | COc1ccc(NC(=O)c2cc(S(=O)(=O)N3CCCC3)oc2C)cc1
7% | CC(=O)N[C@H]1C[C@@H](c2ccc(-n3cncn3)cc2)O[C@@H](C2CCCCC2)C1
-19% | CC(C)N1C(=O)C2(CCCCC2)C1C(=O)N1CCN(C)CC1 (centres undefined)
41%[activator] | CC(=O)Oc1ccc2c3c(c(=O)oc2c1C)CCCC3
11% | CCn1ncc(N2CCC(NC(=O)c3ccc(OC)c(F)c3)CC2)cc1=O
6% | Cc1ccsc1C1C(C#N)=C(N)OC2=C1C(=O)CCC2 (centres undefined)
? | Cc1ccc(-c2cn3c(n2)CO[C@@H](CNCc2ccc(Cl)cc2)C3)cc1
18% | COc1cccc(C(=O)N2CCCC3(C2)NC(=O)N(Cc2ccc(C)cc2)C3=O)c1 (centres undefined)
2% | Cc1ccc(NC(=O)C2CCC(CNS(=O)(=O)c3csc(C(N)=O)c3)CC2)cc1Cl (centres undefined)
? | COc1ccc(OC)c(C2C=C(C34CC5CC(CC(C5)C3)C4)NC(=S)N2)c1 (centres undefined)

Remaining list, next part:
KDM5B inhibitor | SMILES
-30%[86.2 µM] | CC(=O)N[C@H]1CC[C@]2(C)CCC([C@H](C)C(=O)NCc3ccc(F)cc3)[C@H](O)[C@H]2[C@@H]1C (some centres undefined)
24% | Cc1cc(C)n(C(C)C(=O)N2CCn3nc(Cc4ccccc4)cc3C2)n1 (centres undefined)
-1% | COc1ccc(NC(=O)C2CCN(C(=O)c3sc4nc[nH]c(=O)c4c3C)CC2)cc1Cl
2% | C[S+](=O)([O-])N1CC2(Cc3ccccc31)CN([S+](=O)([O-])c1ccc(C(F)(F)F)cc1)C2
7% | CCC(=O)c1ccc(OCc2ccc(Cl)c(Cl)c2)cc1
-7% | COc1ccc(-n2nnnc2SCc2cc(=O)oc3cc(O)ccc23)cc1
16% | Cc1ccc(C)c(C(=O)/C=C\N(C)C)c1
-24% | CCOC(=O)Cn1cnc2c(nnn2-c2cccc(OC)c2)c1=O
-4% | CN(C)Cc1nnc(C2CCCN(C(=O)N3CCOCC3)C2)n1C (centres undefined)
35%[activator] | O=C(C1CCN(c2cn[nH]c(=O)c2)C1)N1CCc2ccccc2C1 (centres undefined)
-21% | Cc1ccc(-c2nn(-c3ccccc3)cc2/C=N/n2c(-c3cccs3)n[nH]c2=S)cc1
i | COc1ccc(-c2cc3ccc(OCC#N)cc3oc2=O)c(OC)c1
-5% | COc1cccc(C(=O)NCC2CCCN(Cc3ccn[nH]3)C2)c1OC (centres undefined)
-3% | CC(=O)c1cccc(OCc2ccc(C(N)=O)cc2)c1
1% | O=C(Nc1ccc(Br)cc1Cl)c1cc(-c2ccco2)on1

Gathered by group: the entries above containing an NH in an aromatic ring.
KDM5B inhibitor | SMILES
-18% | COc1ccc(CNC(=O)C2CC(=O)N(c3n[nH]c4cccc(F)c34)C2)cc1 (centres undefined)
6%[86.2 µM] | Fc1ccc(-c2cnc([C@@H]3COCCN3Cc3ccccc3F)[nH]2)c(F)c1
6% | COc1ccc(NC(=O)CSc2nc(-c3ccccc3)nc3cc(=O)[nH]n23)cc1
-34% | O=C(Nc1nncs1)C1CC(=O)N(c2n[nH]c3cc(Br)ccc23)C1 (centres undefined)
14%[86.2 µM] | COc1ccccc1CN1CC[C@H](c2nnc(Cc3c[nH]c4ccccc34)o2)C1
41%[activator] | O=C(Nc1ccc(F)cc1)c1cc2cc(Cl)ccc2[nH]1
-5% | CCOC(=O)C1CCN(C(=O)CSc2n[nH]c(-c3ccc(F)cc3)n2)CC1
-6% | CC1=C[C@@H](CNC(=O)CC(C)(C)CC(=O)O)[C@H](C(C)C)C[C@H]1Cc1nc2ccc(F)cc2[nH]1
23% | O=c1[nH]nc(SCc2nnc(-c3cccc(Cl)c3)o2)n1C1CCCCC1
-23% | Cc1ccc(C(=O)N2CCN(c3cc(-c4ccc(Cl)cc4)[nH]n3)CC2)cc1F
-1% | COc1ccc(NC(=O)C2CCN(C(=O)c3sc4nc[nH]c(=O)c4c3C)CC2)cc1Cl
35%[activator] | O=C(C1CCN(c2cn[nH]c(=O)c2)C1)N1CCc2ccccc2C1 (centres undefined)
-21% | Cc1ccc(-c2nn(-c3ccccc3)cc2/C=N/n2c(-c3cccs3)n[nH]c2=S)cc1
-5% | COc1cccc(C(=O)NCC2CCCN(Cc3ccn[nH]3)C2)c1OC (centres undefined)
